Assay outcomes deposited in PubChem BioAssay by National Center for Advancing Translational Sciences (NCATS).
CBFb RUNX1 block = qHTS Assay for Compounds Blocking the Interaction Between CBF-beta and RUNX1 for the Treatment of Acute Myeloid Leukemia; Runt-related transcription factor 1 (Homo sapiens) + Core-binding factor subunit beta …; AlphaScreen CBFb-His/RUNX1-biotin binding, biochemical; Potency, µM (top dose mostly 59.8 µM), without a hit: at the highest dose activity, negative = inhibition, actives largely listed as inhibitors; 230,000 tested, under 10 active; further: % of control where 0% means no effect
Target sequence (Q01196 whole entry, looked up): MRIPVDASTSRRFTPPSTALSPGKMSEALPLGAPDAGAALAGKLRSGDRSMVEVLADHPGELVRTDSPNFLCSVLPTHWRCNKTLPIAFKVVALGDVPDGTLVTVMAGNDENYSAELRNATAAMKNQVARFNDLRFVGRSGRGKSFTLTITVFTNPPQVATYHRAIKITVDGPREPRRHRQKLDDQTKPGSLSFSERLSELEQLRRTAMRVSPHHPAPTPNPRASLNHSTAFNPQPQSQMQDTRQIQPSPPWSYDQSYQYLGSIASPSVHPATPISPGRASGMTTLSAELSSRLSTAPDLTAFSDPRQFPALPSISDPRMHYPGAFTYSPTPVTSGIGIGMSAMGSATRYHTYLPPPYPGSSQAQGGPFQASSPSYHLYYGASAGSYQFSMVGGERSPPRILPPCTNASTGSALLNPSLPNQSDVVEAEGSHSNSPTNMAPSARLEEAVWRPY
Target sequence (Q13951 whole entry, looked up): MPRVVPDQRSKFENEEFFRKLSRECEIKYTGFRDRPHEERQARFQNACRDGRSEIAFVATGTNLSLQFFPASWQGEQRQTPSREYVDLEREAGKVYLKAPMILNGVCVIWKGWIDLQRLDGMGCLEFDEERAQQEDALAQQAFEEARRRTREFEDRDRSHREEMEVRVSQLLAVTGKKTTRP
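Bead-based AlphaScreen assay; binding partners His-tagged CBF-beta and biotinylated RUNX1 at 30 nM each. Compound exposure 15 min after a 20-min protein preincubation; bead step 90 min; all steps at room temperature.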
IMPase Li cell = qHTS Assay for Identifying the Cell-Membrane Permeable IMPase Inhibitors: Potentiation with Lithium; CHO-M1 cells, IP1 TR-FRET (IP-One), carbachol + lithium; Potency, µM (titrated, usually from 59.4 µM), without a hit: at the top dose activity, negative = IMPase inhibition, hits mostly inhibitors; 210,000 compounds, 0.35% hits; AID 1457, 2008;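 further: IP1 builds up when IMPase is blocked and the TR-FRET signal falls; potency means the concentration at half of the fitted maximal effect; plate controls were basal vehicle for no effect and high inhibitor control for full effect; nearly all actives have a fitted effect of over 50% in size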
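CHO cells stably expressing M1 receptor (2000/well) were cultured 16–30 h, then exposed to compounds with a small lithium addition for 30 min at 37C. IP1 was measured by TR-FRET competition; AC50 from Hill fits.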
HttQ103 aggreg = qHTS Multiplex Assay to Identify Dual Action Probes in a Cell Model of Huntington: Aggregate Formation (GFP); PC12 HttQ103-GFP aggregates, Acumen cytometry, 40 h; Potency, µM (series often up to 46.1 µM), inactives show at the top dose activity change, negative = inhibition, most hits filed as inhibitors; 220,000 compounds, 1.1% hits; AID 1688, 2009; further: potency means the concentration at half of the fitted maximal effect; on the % scale 0 is the no-effect control and ±100 the full control effect; nearly all actives have a fitted effect of over 60% in size
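Inducible Q103 Huntingtin exon 1–GFP PC12 line, 1500 cells/well in phenol red free DMEM with 5% equine and 5% calf serum. Tebufenozide 100 nM induced expression; compounds titrated; aggregates quantified by cytometry.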
NPSR antagonist = qHTS Assay for Antagonists of the Neuropeptide S Receptor: cAMP Signal Transduction | 220,000 compounds, 1% hits | Potency, µM (series often up to 38.3 µM), inactives show at the top dose activity change, negative = inhibition, most hits filed as inhibitors | CHO-NPSR cells, cAMP TR-FRET, antagonist mode; further: potency means the concentration at half of the fitted maximal effect; on the % scale 0 is the no-effect control and ±100 the full control effect; nearly all actives have a fitted effect of over 50% in size; many of its hits are not listed in these tables
Target sequence (Q6W5P4 whole entry, looked up): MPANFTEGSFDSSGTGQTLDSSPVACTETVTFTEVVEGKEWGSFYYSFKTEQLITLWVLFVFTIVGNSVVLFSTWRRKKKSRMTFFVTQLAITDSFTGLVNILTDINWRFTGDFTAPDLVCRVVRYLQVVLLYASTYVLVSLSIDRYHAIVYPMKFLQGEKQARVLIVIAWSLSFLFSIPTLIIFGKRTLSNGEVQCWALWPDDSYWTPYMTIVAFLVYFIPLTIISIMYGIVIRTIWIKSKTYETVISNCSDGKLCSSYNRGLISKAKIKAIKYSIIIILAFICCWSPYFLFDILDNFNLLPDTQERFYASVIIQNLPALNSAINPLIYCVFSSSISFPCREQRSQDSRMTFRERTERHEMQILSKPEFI
Epigenetic derep = Quantitative High-Throughput Screen for Regulators of Epigenetic Control; murine LDR cells, GFP reporter derepression, 30 h; Potency, µM (top dose mostly 53.9 µM), without a hit: top-dose GFP activation, usual class: activators; 280,000 compounds, 0.2% hits; AID 1865, 2009; further: potency means the concentration at half of the fitted maximal effect; % of control where 0% means no effect; nearly all actives have a fitted effect of over 60% in size
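In this reporter-derepression format, murine cells bearing a silenced integrated CMV-GFP locus incubate with test compound (30 h, 37 C), then are washed and imaged; fluorescent objects of 20–120 um count as induced cells.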
LMNA splice mod = qHTS Assay for Modulators of Lamin A Splicing; HeLa LMNA splicing GFP/RFP minigene ratio, 48 h; Potency, µM (top dose mostly 46.1 µM), for the others: at the highest dose ratio change, negative = inhibition, hits mostly inhibitors; 200,000 compounds, 0.01% hits; AID 1487, 2009; active means well fitted inhibition curve with a large enough effect in the signal ratio, with a control signal flat, not every such curve was filed as active; inconclusive means small, poorly fitted or top-dose-only effect, or effect the other way, or a change in a side signal; the % refers to the signal ratio; further: potency means the concentration at half of the fitted maximal effect; on the % scale 0 is the no-effect control and ±100 the full control effect
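S3 HeLa cells stably expressing lamin A-EGFP splicing minigene plus DsRed2, 600 cells/well, 48 h compound exposure at 37C. Laser-scanning cytometry; analysed as GFP (500-530 nm)/RFP (575-640 nm) total intensity ratio; 0.5% DMSO vehicle.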
Luc counter = Counterscreen for Luciferase (Kinase-Glo TM) Inhibition | 200,000 compounds, 0.28% hits | Potency, µM (series often up to 38.3 µM), inactives show top-dose activity change, negative = inhibition, actives largely listed as inhibitors | Kinase-Glo luciferase, ATP luminescence, 8 min | Luciferin 4-monooxygenase (Photuris pensylvanica), Q27757; further: potency means the concentration at half of the fitted maximal effect; on the % scale 0 is the no-effect control and ±100 the full control effect; nearly all actives have a fitted effect of over 60% in size
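Compound is pinned into ATP-containing buffer (10 uM ATP, imidazole pH 7.2, 7 mM MgCl2). Kinase-Glo luciferase reagent is then added. Light output is recorded following an 8-min room-temperature incubation.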
* = called active by the depositor; ? = inconclusive; nt = not tested or not shown; [ ] = dose if it differs, or a comment. Unless noted, the call rests on the fitted dose curve; in most records, active means well fitted curve in the direction sought with a large enough effect; inconclusive means small, poorly fitted or top-dose-only effect, or another doubt; inactive means no such curve, though single readings can be large; an effect the other way counts as inactive or inconclusive. This is a subset; rates above refer to the full screens.

SMILES | CBFb RUNX1 block | IMPase Li cell | HttQ103 aggreg | NPSR antagonist | Epigenetic derep | LMNA splice mod | Luc counter
Cc1cccc(CNc2ccnc(-c3cccc(NS(C)(=O)=O)c3)n2)c1 | nt | 26% | nt | nt | 2.2% | -8% | 3%
Cc1cc(C)n(C(=O)c2ccncc2)n1 | 13% | -12%[38.3 µM] | 30% | -16%[46.1 µM] | -1.0% | 1% | 9%
O=C(/C=C/c1cc([N+](=O)[O-])ccc1OC(F)F)NCc1ccc(F)cc1 | -5% | 16%[38.3 µM] | -6%[9.22 µM] | -24%[46.1 µM] | 0.7% | 2% | 3%
CCOC(=O)c1cnc2c(-c3ccc(Cl)cc3)cnn2c1C | 2% | -1% | -2%[9.22 µM] | -17% | 0.2% | ? | 0%
Cc1cc(/C=C2\SC(=S)NC2=O)c(C)n1-c1ccccc1 | -24% | nt | 7%[9.22 µM] | ? | 4.8% | nt | nt
O=C(NCC(c1ccco1)N1CCCCC1)c1ccc2c(c1)S(=O)(=O)c1ccccc1C2=O (stereo not drawn) | -19% | 14% | -7% | -14% | -7.0% | nt | -4%
O=c1c2sccc2nc(SCc2cc(=O)n3ccccc3n2)n1-c1ccc(Br)cc1 | 6% | 8% | 5% | 1% | 1.3% | ? | -4%
Cc1c(C)c(C)c(C(=O)C2CCN(c3ccc([N+](=O)[O-])cn3)CC2)c(C)c1C | 1% | nt | 9%[9.22 µM] | 23% | 4.1% | nt | nt
Cc1oc(/C=N/NS(=O)(=O)c2ccccc2)cc1Br | -8% | -2% | ? | 11% | -1.1% | 6% | -3%
O[C@H]1[C@H]2c3cc4c(cc3CN3CCC(=C[C@@H]1O)[C@H]23)OCO4 | 18% | -3% | nt | nt | ? | nt | nt
CC(C)C(=O)Nc1cccnc1 | 1% | nt | -16%[9.22 µM] | 4% | 4.3% | -8%[46 µM] | nt
Cc1cccc(-c2nc(C#N)c(NC3CCCCC3)o2)c1 | -4% | -1%[38.3 µM] | -5% | -21%[7.67 µM] | 14% | ? | -1%
COc1ccc(C(=O)NC(C(=O)NCc2ccccc2OC)C(C)C)cc1 (stereo not drawn) | 0% | -7% | -12% | -3% | 1.2% | nt | 2%
Cn1c(CSCc2ccc(Cl)cc2)n[nH]c1=S | 5% | -1% | 13%[9.22 µM] | -9% | -1.2% | 10%[46 µM] | 0%
O=C(O)/C=C/C(=O)N1Cc2cc3ccccc3nc2C1 | -28% | nt | -8%[9.22 µM] | -25% | 0.5% | nt | nt
C=CCN1C(=O)C2C3C=CC(C2C1=O)C1C2C(=O)N(CC=C)C(=O)C2C31 (stereo not drawn) | 1% | -2% | 18%[9.22 µM] | 8% | -3.2% | nt | 2%
COc1cc(C(C(=O)NC(C)(C)C)N(Cc2ccc3c(c2)OCO3)C(=O)c2cnccn2)cc(OC)c1OC (stereo not drawn) | -3% | 43%[38.3 µM] | 7% | -9%[46.1 µM] | -6.0% | 9% | 1%
COc1ccc(C2CC(c3ccc(Cl)cc3)=NN2C(=O)c2cccc([N+](=O)[O-])c2)cc1 (stereo not drawn) | 0% | 3% | ? | -12%[46.1 µM] | 0.0% | -6% | 3%
CC1=C(C(=O)Nc2ccccc2)C(c2ccc(O)cc2)N2C(=O)CSC2=N1 (stereo not drawn) | 4% | 3%[38.3 µM] | 8% | -15%[46.1 µM] | ? | 11% | -5%
COC(=O)Cc1c(C)c2ccc(OC(C)C)cc2oc1=O | 9% | nt | 18%[9.22 µM] | -4% | -1.0% | nt | nt
CCCCC(=O)N/N=C(\C)c1cccc(NC(=O)C2CC2)c1 | 0% | 3% | ? | 8% | 1.9% | -5% | -1%
Cc1cc(=O)n2c(C)n[nH]c2n1 | 23% | 20%[38.3 µM] | -24% | -2%[46.1 µM] | 0.0% | 11% | -1%
COCCNC(=O)C(=O)NCCN1CCOCC1 | -6% | 2% | -12% | -3%[46.1 µM] | -1.2% | -2% | -5%
COc1cccc(OC)c1-c1nnc(-c2cn(C)c3ccccc23)o1 | 2% | 18%[38.3 µM] | -4% | -27%[46.1 µM] | 14% | -5% | -4%
Cc1ccccc1NC(=O)/C(C#N)=C/c1ccsc1 | 0% | nt | -17% | -8%[46.1 µM] | -0.9% | ? | nt

Compounds shown so far containing a cyano group, in the order listed:
SMILES | CBFb RUNX1 block | IMPase Li cell | HttQ103 aggreg | NPSR antagonist | Epigenetic derep | LMNA splice mod | Luc counter
Cc1cccc(-c2nc(C#N)c(NC3CCCCC3)o2)c1 | -4% | -1%[38.3 µM] | -5% | -21%[7.67 µM] | 14% | ? | -1%
Cc1ccccc1NC(=O)/C(C#N)=C/c1ccsc1 | 0% | nt | -17% | -8%[46.1 µM] | -0.9% | ? | nt

Limited to CBFb RUNX1 block and Luc counter, for some of the entries so far:
SMILES | CBFb RUNX1 block | Luc counter
O[C@H]1[C@H]2c3cc4c(cc3CN3CCC(=C[C@@H]1O)[C@H]23)OCO4 | 18% | nt
CC(C)C(=O)Nc1cccnc1 | 1% | nt
Cc1cccc(-c2nc(C#N)c(NC3CCCCC3)o2)c1 | -4% | -1%
COc1ccc(C(=O)NC(C(=O)NCc2ccccc2OC)C(C)C)cc1 (stereo not drawn) | 0% | 2%

Next section:
SMILES | CBFb RUNX1 block | IMPase Li cell | HttQ103 aggreg | NPSR antagonist | Epigenetic derep | LMNA splice mod | Luc counter
COc1ccc(CCn2c(N)cc(=O)[nH]c2=S)cc1OC | -8% | 4%[38.3 µM] | 10% | 6%[46.1 µM] | 0.0% | -5% | -2%
O=C(O)c1ccc(COc2ccc3ccccc3c2/C=C2/NC(=O)N(Cc3ccc(F)cc3)C2=O)cc1 | -1% | 24% | 8%[9.22 µM] | -45% | -1.3% | nt | -2%
C/C(=N\NC(=O)C(c1ccncc1)N1CCOCC1)c1ccc(Br)cc1 (stereo not drawn) | -12% | 2% | -20% | -13% | 1.6% | ? | -3%
CCCc1n[nH]c2c1/C(=N/O)CC(c1ccccc1)C2 (stereo not drawn) | 9% | 8% | -21% | -24%[46.1 µM] | 0.9% | ? | 0%
FC(F)(F)c1nnc2ccc(N3CCCC3)nn12 | 8% | -2%[38.3 µM] | -5% | 14%[46.1 µM] | -2.6% | -15% | -1%
Cc1ccc(OCC(O)CN2C(=O)NC(C)(C)C2=O)c(C)c1 (stereo not drawn) | -1% | -4% | nt | 5% | -1.1% | -1%[46 µM] | -5%
COc1cc(/C=C/c2nc(-c3ccccc3O)n[nH]2)cc(OC)c1OC | 1% | 19% | -29% | -11% | -0.1% | ? | -3%
COc1ccccc1N1CCN(C(=O)c2ccc3[nH]c4c(c3c2)CC(C)CC4)CC1 (stereo not drawn) | -22% | 4% | ? | ? | 0.0% | ? | 1%
O=C(COc1ncnc2ccccc12)c1ccc2c(c1)OCCO2 | 3% | nt | ? | -5%[46.1 µM] | 4.1% | 0% | nt
CCN(CC)CCn1c(=S)[nH]c2ccc(Cl)cc2c1=O | -5% | nt | 13% | -9%[46.1 µM] | -2.1% | 0% | nt
O=C(COc1ccc(Br)cc1)N(CCO)CCO | 3% | -6% | 15%[9.22 µM] | -19% | -1.4% | nt | -3%
COC(=O)Nc1ccc(S(=O)(=O)n2cnc3ccccc32)cc1 | -2% | 15%[38.3 µM] | -2% | 1%[46.1 µM] | 0.7% | 7% | -2%
c1csc(-c2nnc(N3CCCCCC3)c3ccccc23)c1 | -1% | nt | ? | ? | 0.1% | -11% | nt
C/C(N)=C(/C#N)C(=O)COc1ccc(Cl)cc1Cl | -5% | 15% | 0% | 6% | -0.1% | -13%[46 µM] | 3%
Nc1nc(Cl)nc(N(c2ccccc2)c2ccccc2)n1 | 2% | 2% | 9% | -5%[46.1 µM] | 0.0% | -7% | 4%
O=C(Nc1ccc(F)cc1F)c1c(C(F)(F)F)ccnc1Oc1cccc(C(F)(F)F)c1 | 14% | nt | 2%[9.22 µM] | -16% | -1.7% | nt | nt
O=C(CN1/C(=C(/O)c2ccccc2)C(=O)c2ccccc2S1(=O)=O)c1ccccc1 | 1% | 12%[38.3 µM] | 5%[9.22 µM] | -21%[46.1 µM] | -6.4% | -13% | 5%
CC(C)(C)CC(=O)Nc1nnc(SCC(=O)NCc2cccs2)s1 | 0% | 4% | -7%[9.22 µM] | 2% | 1.7% | nt | -3%
CCCNC(=O)CCc1cc(C(C)(C)C)c(O)c(C(C)(C)C)c1 | 4% | 7% | -3% | -5% | 0.0% | 0% | 3%
c1ccc(N(c2ccccc2)c2nc(-n3ccnc3)nc(-n3ccnc3)n2)cc1 | -4% | -13%[38.3 µM] | -6% | -25%[46.1 µM] | 0.0% | ? | -3%
C=CCSC(CC)(CC)C(N)=O | 5% | nt | -6%[9.22 µM] | -12% | 0.1% | nt | nt
c1ccc2sc(C3CCN(Cc4nnnn4Cc4ccc5c(c4)OCO5)CC3)nc2c1 | -4% | 11% | ? | -25%[46.1 µM] | -1.2% | ? | -2%
O=C(Nc1nc(-c2cccs2)c(-c2cccs2)s1)C1CCCC1 | 25% | 17% | ? | -59% | -1.1% | ? | -1%
CC1(C)N=C(C(=O)c2ccccc2)N(O)C1(C)O (stereo not drawn) | 1% | -4%[38.3 µM] | -16% | 3%[46.1 µM] | 1.3% | -6% | -2%
O=C(CSc1ccc(Cl)cc1)N1CCN(c2ccc(Cl)cc2[N+](=O)[O-])CC1 | ? | 10%[38.3 µM] | 11µM* | ? | -0.1% | 9% | -4%
CCOC(=O)CSc1nnc(CNC(=O)c2cccs2)n1-c1cc(OC)ccc1OC | -4% | 13%[38.3 µM] | -2% | -9%[46.1 µM] | -0.8% | 7% | 4%

In the list so far, these contain a CF3 group.
SMILES | CBFb RUNX1 block | IMPase Li cell | HttQ103 aggreg | NPSR antagonist | Epigenetic derep | LMNA splice mod | Luc counter
FC(F)(F)c1nnc2ccc(N3CCCC3)nn12 | 8% | -2%[38.3 µM] | -5% | 14%[46.1 µM] | -2.6% | -15% | -1%
O=C(Nc1ccc(F)cc1F)c1c(C(F)(F)F)ccnc1Oc1cccc(C(F)(F)F)c1 | 14% | nt | 2%[9.22 µM] | -16% | -1.7% | nt | nt
